# FXIa inh = inhibitors of human coagulation factor XIa; purified FXIa, Boc-Glu-Ala-Arg-AMC fluorogenic substrate; AID 798; P03951; inhibition, % at 5 µM; 220,000 tested, 0.14% active;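 active means inhibition of at least 40%; inactive means inhibition below 40%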;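 further: fluorescence of freed AMC excited at 355 nm; 0% = enzyme without compound and 100% = no enzyme blank; many of its hits are not listed in these tables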
# PERK inhibitor = inhibitors of human PERK kinase | inhibition, % at 5.6 µM | CHO PERK-DD fusion, SEAP luminescence translation reporter | 220,000 tested, 0.17% active | AID 1416 | Q9NZJ5;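 active means inhibition above the mean inhibition of all tested compounds plus 3 SD, set separately per screening campaign, cut at about 2.9% in these data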;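 further: PERK kinase domain activated by AP20187 dimerizer at 100 nM; 0% = DMSO with dimerizer and 100% = rapamycin at 8.4 µM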
# thrombin 1536 = blocks human thrombin protease activity; alpha-thrombin, Boc-VPR-AMC fluorogenic substrate cleavage; inhibition, % at 5 µM; 220,000 tested, 0.26% active;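 active means inhibition at or above 40%; inactive means inhibition below 40%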;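 further: 0% = enzyme with no compound and 100% = wells without enzyme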
#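 System: Human alpha-thrombin protein | Medium: pH 7.5 Tris (50 mM) with NaCl 150 mM, Tween 20 0.05% | Times: Enzyme reaction carried out at room temperature | Detection: AMC fluorescence, 355/460 nm | Evaluation: Percent inhibition scaled between no-compound controls and no-enzyme blanks | Benchmarks: Enzyme without compound as high, wells lacking enzyme as low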
# Wee1 degr inh = blocks degradation of human Wee1 kinase; AID 1321; HeLa Luc-Wee1K328M stability, luciferase luminescence; 100% = proteasome inhibitor MG132 effect; reporter increase, % at 5 µM; P30291; 220,000 tested, 1.2% active;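 active means activation above the mean of all tested compounds plus 3 SD, set per screening run, cut at about 8.8% in these data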;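 further: cells exposed to compound for 20 h before luminescence read; 0% = DMSO alone and 100% = MG132 at 30 µM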
# FXIIa inh = inhibitors of human coagulation factor XIIa; P00748; purified FXIIa, Boc-QGR-AMC fluorogenic substrate, 2 h; inhibition, % at 5 µM; 220,000 tested, 0.3% active; AID 800; in the data active means inhibition above about 40%;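 further: 0% = enzyme with no compound and 100% = blank without enzyme; many of its hits are not listed in these tables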
# Target sequence (P00748 20-372 limits assumed): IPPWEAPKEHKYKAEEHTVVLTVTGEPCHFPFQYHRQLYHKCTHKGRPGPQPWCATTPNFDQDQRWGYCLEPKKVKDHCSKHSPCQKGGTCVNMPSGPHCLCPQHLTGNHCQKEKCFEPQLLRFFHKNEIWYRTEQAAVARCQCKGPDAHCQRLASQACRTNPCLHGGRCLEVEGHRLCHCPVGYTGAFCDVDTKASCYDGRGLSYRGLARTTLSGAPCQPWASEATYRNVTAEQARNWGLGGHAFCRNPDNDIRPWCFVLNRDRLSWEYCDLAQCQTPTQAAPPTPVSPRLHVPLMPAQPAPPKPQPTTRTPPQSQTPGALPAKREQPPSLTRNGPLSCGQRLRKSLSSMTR
# Target sequence (P00748 373-615 limits assumed): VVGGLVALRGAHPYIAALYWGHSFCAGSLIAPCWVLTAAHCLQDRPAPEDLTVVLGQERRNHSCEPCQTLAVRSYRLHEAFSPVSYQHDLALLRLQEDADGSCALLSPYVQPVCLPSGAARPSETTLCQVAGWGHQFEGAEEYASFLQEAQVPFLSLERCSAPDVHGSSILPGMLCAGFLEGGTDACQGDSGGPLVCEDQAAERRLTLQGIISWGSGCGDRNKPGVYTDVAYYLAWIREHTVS
# KCC2 mod = modulators of human KCC2 chloride dependent transport; B-score of Tl+ flux slope (higher = more flux/activation; lower = inhibition) at 10 µM; 190,000 tested, 2.2% active; KCC2 cells, thallium flux FluoZin-2 fluorescence; Q9H2X9;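 active means thallium flux slope and its plate-corrected score both differing from the plate sample mean at a set confidence after two filtering rounds, in either direction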;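 further: slope of fluorescence scaled to starting intensity during 10 to 20 s after thallium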
# Furin inh = inhibitors of human furin | purified furin, fluorogenic substrate cleavage | inhibition, % at 30 µM | 220,000 tested, 0.061% active | AID 463115; in the data active means inhibition above about 25%; further: inactives centre near -15
# hK5 inh = blocks human kallikrein 5 protease activity | Q9Y337 | recombinant hK5, fluorogenic AMC substrate cleavage | inhibition, % at 5 µM | 210,000 tested, 0.59% active;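 active means inhibition of 40% or more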;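 further: 0% = enzyme controls without compound and 100% = no-enzyme blanks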
# Target sequence (Q9Y337 67-293 limits assumed): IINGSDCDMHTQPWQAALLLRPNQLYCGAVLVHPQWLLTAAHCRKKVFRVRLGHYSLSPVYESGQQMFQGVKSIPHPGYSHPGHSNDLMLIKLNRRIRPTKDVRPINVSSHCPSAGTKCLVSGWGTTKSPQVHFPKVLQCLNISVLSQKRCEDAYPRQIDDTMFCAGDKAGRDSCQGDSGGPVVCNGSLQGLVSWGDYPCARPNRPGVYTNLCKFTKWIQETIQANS
# p97 ATPase inh = inhibitors of human p97 ATPase; AID 1481; 220,000 tested, 0.42% active; inhibition, % at 8 µM; recombinant p97 ATPase, Kinase-Glo ATP luminescence, 3 h; P55072; in the data active means inhibition above about 15%;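 further: 0% = DMSO vehicle and 100% = wells lacking enzyme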
# * marks the source's active call; other numbers are inactive results; · = not tested or not shown; [ ] = another dose, or the depositor's remark.
SMILES,FXIa inh,PERK inhibitor,thrombin 1536,Wee1 degr inh,FXIIa inh,KCC2 mod,Furin inh,hK5 inh,p97 ATPase inh
O=C(NCc1cccnc1)C1COc2ccccc2O1 (stereo not drawn),-3,1.1,0,-1,6,-0.88,-31[20 µM],-1,-1
O=C(NC(=S)N1CCc2ccccc21)c1ccccc1,-10,-0.5,38,-1,-3,51*,2,6,-5
O=C(NC(=S)Nc1ccc(N2CCCCC2)cc1)c1ccc2c(c1)OCCO2,-9,-0.4,-9,3,-3,1.1,5,-13,-6
O=C1CSC(=Nc2ccc(Cl)cc2)N1Cc1cccnc1,4,1.3,-1,0,9,-0.21,9,-2,-2
O=C(N/N=C/c1coc2ccccc2c1=O)c1cccc([N+](=O)[O-])c1,-3,0.4,-3,3,2,-1,-21,-5,5
CCCC(=O)Nc1nnc(SCC)s1,7,1.3,-9,-2,9,-1.4,-12,-19,0
CCOc1nc(C)cc(C)c1S(=O)(=O)c1cccc(C)c1,-2,-0.5,-7,-1,4,-0.93,-9,-1,1
Cc1[nH]c2c(C)cccc2c1CN1CCC(CO)(Cc2ccccc2)CC1,26,-1.1,7,0,37,-0.11,-3,30,-3
C1CCC2(CC1)OCC1(CO2)COC2(CCCCC2)OC1,-4,0.8,1,4,9,0.13,-13[20 µM],5,-1
O=C(Nc1ccc(Cl)cc1C(=O)Nc1ccncc1)c1ccco1,2,-1.6,-9,0,16,·,-13[20 µM],-20,2
Cc1cc(C)cc(NC(=O)C2CCCN2C(=O)NC2CCCCC2)c1 (stereo not drawn),-3,1.1,-11,2,2,0.1,-18,0,0
O=C(C[n+]1ccc2ccccc2c1)c1ccc(NC(=O)c2ccccc2)cc1,-7,0.1,-8,4,2,0.54,-11,-7,1

# One compound at a time, as listed above:
# O=C(N/N=C/c1coc2ccccc2c1=O)c1cccc([N+](=O)[O-])c1 is entered as FXIa inh: -3; PERK inhibitor: 0.4; thrombin 1536: -3; Wee1 degr inh: 3; FXIIa inh: 2; KCC2 mod: -1; Furin inh: -21; hK5 inh: -5; p97 ATPase inh: 5
# Cc1[nH]c2c(C)cccc2c1CN1CCC(CO)(Cc2ccccc2)CC1 is entered as FXIa inh: 26; PERK inhibitor: -1.1; thrombin 1536: 7; Wee1 degr inh: 0; FXIIa inh: 37; KCC2 mod: -0.11; Furin inh: -3; hK5 inh: 30; p97 ATPase inh: -3
# O=C1CSC(=Nc2ccc(Cl)cc2)N1Cc1cccnc1 is entered as FXIa inh: 4; PERK inhibitor: 1.3; thrombin 1536: -1; Wee1 degr inh: 0; FXIIa inh: 9; KCC2 mod: -0.21; Furin inh: 9; hK5 inh: -2; p97 ATPase inh: -2

# Going on with the list:
SMILES,FXIa inh,PERK inhibitor,thrombin 1536,Wee1 degr inh,FXIIa inh,KCC2 mod,Furin inh,hK5 inh,p97 ATPase inh
Cc1ccc(C(=O)NCCCNc2ccc(C(F)(F)F)cc2[N+](=O)[O-])cc1,-6,0.2,-6,-2,3,0.098,-9,-10,-5
CC(=O)c1c(C)[nH]c(C(=O)OCC(=O)N2CCc3ccccc32)c1C,-2,-1.0,4,1,6,-0.88,-17[20 µM],5,-8
Cc1ccc(S(=O)(=O)NCC23C=CC(O2)C2C(=O)N(c4ccccc4)C(=O)C23)cc1 (stereo not drawn),6,1.4,3,-3,11,0.18,-7[20 µM],-16,1
COc1ccc(NC(=O)CSc2ccc3c4c(cccc24)C(=O)c2ccccc2-3)cc1,1,1.3,7,-1,14,·,-17[20 µM],-7,5
Cc1ccc2c(c1)N(CCC(=O)NCC1COc3ccccc3O1)C(=O)CO2 (stereo not drawn),-13,0.0,-4,-2,10,·,-6,-21,-3
CNC(=O)CS(=O)(=O)CC(=O)Nc1cc(OC(C)C)c(Cl)cc1Cl,2,1.4,3,-3,9,-0.087,-14,·,-2
COCC(C)NS(=O)(=O)c1ccc(C)cc1 (stereo not drawn),-12,1.3,-4,2,-8,-0.44,-8[20 µM],-5,-3
COc1ccc(C2c3sc(=O)[nH]c3SC3C(=O)N(c4ccccc4)C(=O)C32)cc1 (stereo not drawn),0,0.6,-1,-1,11,-5.9*,-27,-3,3
Cc1ccc(NC(=O)Cn2cc(S(=O)(=O)c3ccc(C)cc3)c(=O)c3cc(F)ccc32)cc1,7,0.9,-2,-1,14,0.025,-11,-8,7
O=C(N/N=C/c1ccccn1)c1ccco1,2,-0.1,-2,-1,5,1,-13[20 µM],-110,1
Cc1ccc(C(=O)NCC(=O)OCC(=O)NC2CCS(=O)(=O)C2)cc1C (stereo not drawn),4,0.1,1,2,16,0.016,-15,-16,4
Cc1nc(SCC(=O)NC(=O)NCc2ccccc2)nc(C)c1C,-3,-0.6,4,-2,13,-1.1,-19[20 µM],-3,1

# Overlap with the part before: two compounds, followed by the next part.
SMILES,FXIa inh,PERK inhibitor,thrombin 1536,Wee1 degr inh,FXIIa inh,KCC2 mod,Furin inh,hK5 inh,p97 ATPase inh
Cc1ccc(C(=O)NCC(=O)OCC(=O)NC2CCS(=O)(=O)C2)cc1C (stereo not drawn),4,0.1,1,2,16,0.016,-15,-16,4
Cc1nc(SCC(=O)NC(=O)NCc2ccccc2)nc(C)c1C,-3,-0.6,4,-2,13,-1.1,-19[20 µM],-3,1
O=C(CSc1ccccn1)Nc1ccc2ccccc2c1,-3,0.7,-4,1,7,0.069,-16,0,3
Cc1[nH]n(-c2ccc([N+](=O)[O-])cc2)c(=O)c1N=Nc1nc2ccccc2s1,·,0.8,·,-1,·,2,-11[20 µM],·,-8
CCOC(=O)/C(C#N)=C/c1cn(CCC(=O)O)nc1-c1ccc(Cl)cc1,1,0.7,-9,-2,1,-0.13,-1,-6,0
Cc1csc2c(=O)n3c(nc12)CCCCC3,1,-0.7,0,0,-6,-1.4,-29,9,4
CC(C)CCNC(=S)Nc1ccc(Br)cc1,-1,0.4,-5,1,2,-0.11,-25,-15,2
Nc1c(C(=O)CCC(=O)O)oc2ccc(Cl)cc12,0,0.8,-3,-3,9,-0.3,-12,-1,4
CCOC(=O)CNC(=S)N(Cc1ccccc1)Cc1ccccc1F,-2,0.9,-10,0,3,-1.8,-20,3,-4
COc1ccc(CCC(=O)Nc2cccc(Cl)c2)cc1,8,0.1,-4,7,9,0.15,-14,-26,1
COC(=O)CN1CC(=O)N(c2ccccc2)C1=S,0,-0.5,0,4,12,1.3,-30,3,-1
COC(=O)CCC(=O)OC1(C)C(=O)C=C2C=C(C3CC3)N(CCCCO)C=C2C1=O (stereo not drawn),3,·,2,·,15,0.33,-6,1,·
Cn1c(-c2ccc(F)cc2)cnc1SCC(=O)N1CCCc2ccccc21,-5,-0.5,-10,4,3,-3.4,-6,-21,-2
O=C(O)c1ccc2c(c1)ncn2C1CCCCCC1,1,0.3,4,-2,18,0.84,-4,1,-6

# In the list so far, these have a COOH group.
SMILES,FXIa inh,PERK inhibitor,thrombin 1536,Wee1 degr inh,FXIIa inh,KCC2 mod,Furin inh,hK5 inh,p97 ATPase inh
CCOC(=O)/C(C#N)=C/c1cn(CCC(=O)O)nc1-c1ccc(Cl)cc1,1,0.7,-9,-2,1,-0.13,-1,-6,0
Nc1c(C(=O)CCC(=O)O)oc2ccc(Cl)cc12,0,0.8,-3,-3,9,-0.3,-12,-1,4
O=C(O)c1ccc2c(c1)ncn2C1CCCCCC1,1,0.3,4,-2,18,0.84,-4,1,-6

# Continuation.
SMILES,FXIa inh,PERK inhibitor,thrombin 1536,Wee1 degr inh,FXIIa inh,KCC2 mod,Furin inh,hK5 inh,p97 ATPase inh
O=C(c1ccco1)N1CCN(c2nc3ccccc3c(=O)n2-c2ccccc2)CC1,-26,-1.2,-5,-1,7,·,-31,5,1
CCCC(=O)C1=C(O)C(C(=O)OC)C(C)(C)CC1=NC(C)C (stereo not drawn),4,-0.2,4,0,15,-0.31,-22[20 µM],-10,2
Cc1nc2c(cc1C(=O)N/N=C/c1ccc([N+](=O)[O-])cc1)c(=O)n(C)c(=O)n2C,2,0.8,-5,-3,1,-0.19,-35,-2,1
Cc1ccc(SCCNC(=S)Nc2ccccc2)cc1,20,-0.3,1,-1,11,-0.037,-13[20 µM],36,-4
Cc1c(C(=O)NCc2ccccc2)oc2ccc(S(=O)(=O)N3CCC4(CC3)OCCO4)cc12,-2,-1.5,0,-3,7,-0.041,-7[20 µM],-6,-6
O=[N+]([O-])c1ccccc1CNC(Cc1ccccc1)c1ccccc1 (stereo not drawn),2,-0.2,-1,-3,11,-0.23,-19[20 µM],-10,0
COc1ccccc1-c1nnc(SCc2nc3ccccc3s2)n1C,-11,0.1,-3,0,-1,-0.79,-7[20 µM],-36,-2
CCOC(=O)Cc1c(Sc2ccccc2)c2cc(C)ccc2n1C,1,0.1,-5,0,10,0.92,-2,-4,-2
COc1ccccc1CC(=O)NNC(=O)c1cccs1,-4,1.4,-9,1,1,0.64,-21,-2,4
CCc1cccc(C)c1NC(=O)CSc1ncn[nH]1,2,1.5,-2,-2,7,·,-16[20 µM],-20,12
Cc1ccc(C)c2sc(N)nc12,-3,0.3,-7,0,9,0.7,-22,0,4
Nn1c(SCC(=O)N2CCCc3ccccc32)nnc1-c1ccccc1,4,-0.4,3,-1,15,·,-16,-8,-5
COc1ccnc(N2CCN(c3ccccc3)CC2)c1C#N,0,0.0,0,2,-2,·,-33[20 µM],-2,-1
O=C1CCC([N+](=O)[O-])C(c2ccc3c(c2)OCO3)N1 (stereo not drawn),-6,0.4,-7,1,5,1.3,-17,-2,-3
CCNC(=O)NC(=O)CSc1cccc(C(F)(F)F)c1,-5,0.6,-3,1,7,0.51,-20,-23,3
CC(NC(=O)c1ccccc1NS(C)(=O)=O)c1ccccc1 (stereo not drawn),27,0.2,1,0,19,0.66,-10[20 µM],-10,-2
COc1ccc(OCCSc2nnc(-c3ccccc3)n2N)cc1,-8,0.3,-6,-4,-5,·,-14,-18,3
NC1=NC(=O)/C(=C/c2cccs2)S1,8,1.3,4,0,21,-0.41,4[20 µM],-8,3
C=CCNC(=S)N/N=C/c1ccc(C)cc1C,3,1.9,-3,-1,7,5.2*,-15,-1,2
CC1CN(CCCSc2ccc(Cl)cc2)CC(C)O1 (stereo not drawn),-2,-0.6,-2,-2,5,0.84,-33,-15,-2
C=CCOc1ccc(C2C(C#N)=C(N)N(Nc3ccccc3)C3=C2C(=O)CCC3)cc1OC (stereo not drawn),-1,-1.0,-3,-2,11,-0.99,-11[20 µM],-2,4
O=[N+]([O-])c1ccc(N/N=C2\CC3CC=CC23)c([N+](=O)[O-])c1 (stereo not drawn),-3,-0.4,-6,0,0,-0.91,-5,-2,0
CCCC(=O)NCCCc1nc2ccccc2n1CCC,-3,0.0,-3,-1,9,1.7,-27,10,2
CCN(CC)C(C)C(=O)Nc1c2c(cc3c1CCC3)CCC2 (stereo not drawn),1,-0.3,-6,-3,5,1.6,-15,-21,-3
CC(=O)Nc1cccc(OC(=O)c2ccoc2C)c1,-10,0.8,-1,1,6,0.12,-19[20 µM],-18,-1
COCCCN(C(=O)Cn1ncc2c(=O)oc3ccc(C)cc3c21)C(C)c1ccncc1 (stereo not drawn),4,0.1,1,0,10,-0.51,-18,-7,0

# From PubChem

# Random draw from the library. Share with any hit: about 4.4%.
